Bioassay records deposited in PubChem by several laboratories.
PfHsp90 set2 = inhibits growth of yeast expressing Plasmodium falciparum Hsp90; S. cerevisiae expressing PfHsp90, BacTiter-Glo ATP, 48 h; yeast lacking PDR1 and PDR3 efflux regulators; inhibition, % at 9.4 µM; actives 0.32% (n = 310,000); AID 504621;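 active means every replicate shows inhibition above about 80%, whatever the replicate mean, limit read from the data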;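 further: 0% = DMSO neutral controls and 100% = 20 µM radicicol positive controls; yeast relying on Plasmodium falciparum Hsp90 in place of its own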
SUMO Mot1 rescue = inhibitors of SUMOylation pathway: yeast Mot1-301 growth rescue. S. cerevisiae Mot1-301 growth rescue, ATP luminescence, 38.5C; percent above DMSO median, 100 means doubled. growth rescue, % at 18.8 µM. actives 1% (n = 320,000). AID 2716;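 active means every valid replicate shows activation above 250% relative to neutral control wells; inactive means the rest, any valid replicate at or below 250%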;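 further: OY570 slx delta 5 strain wells were the positive control but not used for scaling; some compounds called inactive have numbers as strong as hits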
phage Ecoli inh = E. coli growth loss with phage present. growth absorbance. inhibition, % at 11.9 µM. actives 0.26% (n = 360,000). AID 651602; in the data active means inhibition above about 11%
MOR-DOR inv ag = inverse agonists of human mu-delta opioid receptor heterodimerization; actives 0.21% (n = 340,000); P35372+P41143; cell-based MOR-DOR heterodimer luminescence, inverse agonism; inhibition, % at 9.3 µM; AID 504357; in the data active means inhibition above about 22%, passing the limit was not always enough;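 further: 0% = cells with DMSO and 100% = wells without cells with DMSO; values of inactives mirror those of a sister screen read the other way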
PKA-R1A activ = activates the PKA-R1A holoenzyme complex; P00514+P68181; PKA-R1A dissociation, Cy5-IP20 fluorescence polarization; scaled: DMSO 0%, 113 µM cGMP 100%; activation, % at 11.4 µM; actives 0.083% (n = 340,000); AID 504707;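 active means percent activation above the mean of all tested compounds plus 3 SD, cut at about 19% in these data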;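 further: higher means more PKAc released from R1A so a rise in polarization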
HTR5A ag ctr = HTR5A agonism, opioid heterodimer counter-screen | HTR5A agonist assay, luminescence, cell-based | activation, % at 9.3 µM | actives 0.61% (n = 340,000); in the data active means activation mostly above about 9.5%, no sharp cut-off; inactive means mostly below about 7.6%;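 further: 0% = cells with vehicle only and 100% = reference agonist; strong numbers were not always called active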
Target sequence (P47898 whole entry, looked up): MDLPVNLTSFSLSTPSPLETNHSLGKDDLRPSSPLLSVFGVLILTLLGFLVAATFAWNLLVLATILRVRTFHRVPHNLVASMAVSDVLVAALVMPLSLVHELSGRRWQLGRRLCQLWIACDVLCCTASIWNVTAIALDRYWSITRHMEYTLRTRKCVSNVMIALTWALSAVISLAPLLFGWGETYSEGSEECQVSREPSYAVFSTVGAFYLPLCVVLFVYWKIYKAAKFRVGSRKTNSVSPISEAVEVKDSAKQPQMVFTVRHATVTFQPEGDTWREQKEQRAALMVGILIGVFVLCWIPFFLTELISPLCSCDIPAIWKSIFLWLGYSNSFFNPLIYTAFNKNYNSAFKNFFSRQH
DSG3 Ab inh = blocks pemphigus antibody binding to human desmoglein-3 | actives 0.48% (n = 310,000) | AID 588358 | binding (percent of control), % at 10 µM | DSG3-coupled beads, scFv-anti-DSG3-GFP binding, flow cytometry; active compounds read low;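 active means binding more than 3 SD below its plate's average and above zero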;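 further: hits lower antibody fragment binding to DSG3; some compounds called inactive have numbers as strong as hits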
Ecoli viability = counter-screen for AddAB inhibitors: E. coli growth inhibition; AID 449728; inhibition, % at 11.9 µM; E. coli V3065 growth, OD600 absorbance, 18 h; actives 0.27% (n = 330,000);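 active means inhibition above the campaign's mean inhibition across all tested compounds plus 3 SD, cut at about 9.9% in these data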;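 further: uninfected addAB+ strain grown without phage in ampicillin broth; 0% = DMSO wells and 100% = ciprofloxacin 0.95 µg/ml wells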
HTR5A inv ctr = inverse agonist of human HTR5A in OPRM1-OPRD1 counter-screen; P47898; inhibition, % at 9.3 µM; actives 0.083% (n = 340,000); HTR5A cell line, luminescence, inverse agonism; AID 504634; in the data active means inhibition mostly above about 23%, no sharp cut-off; inactive means mostly below about 18%;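 further: 0% = cells with DMSO and 100% = no-cell wells with DMSO; some compounds called inactive have numbers as strong as hits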
MOR-DOR ag = OPRM1-OPRD1 heterodimerization agonism | P35372+P41143 | cells, luminescence | activation, % at 9.3 µM | actives 0.3% (n = 340,000); in the data active means activation above about 18%;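 further: 0% = vehicle-treated cells and 100% = reference agonist; values of inactives mirror those of a sister screen read the other way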
AddAB inh = less growth of phage-infected E. coli with AddAB. E. coli expressing H. pylori AddAB, absorbance growth. inhibition, % at 11.9 µM. actives 0.29% (n = 330,000). AID 435030; in the data active means inhibition above about 12%;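 further: 0% = vehicle wells of infected cells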
The depositor's hits bear a star; · = not tested or not shown.

Order of results – PfHsp90 set2	SUMO Mot1 rescue	phage Ecoli inh	MOR-DOR inv ag	PKA-R1A activ	HTR5A ag ctr	DSG3 Ab inh	Ecoli viability	HTR5A inv ctr	MOR-DOR ag	AddAB inh
- NS(=O)(=O)c1ccc(CCNC(=O)c2cc(-c3ccccn3)nc3ccc(Br)cc23)cc1
  -5	-21	1.3	-67	-9	10	94	-3.5	-29	13	-0.6
- CCC1=C(c2ccc(OC)cc2)CCC(C(=O)O)C1C (configuration not stated)
  -20	·	1.5	-1	-1	1	121	·	-5	0.1	·
- O=C(Oc1ccc2c(c1)CCC2)N1CCOCC1
  32	11	0.5	12	4	4	·	1.8	-15	-1.9	0.6
- CN(C)c1ccc([C@@H]2[C@@H]([N+](=O)[O-])[C@H]3C=Cc4ccccc4N3[C@H]2C(=O)c2ccc(Cl)cc2)cc1
  -5	-17	6.4	11	14	3	102	0.3	-9	-2.1	2.4
- COc1cc(OC)cc(C(=O)NNC(=O)CNC(=O)c2cccs2)c1
  13	-7	-0.4	2	-5	-4	·	-1.2	9	-0.6	0.4
- O=C(CN1CC(=O)Oc2ccccc21)OCC(=O)c1cccc(Br)c1
  -49	3	·	27	0	-6	97	0.2	3	-4.5	1.7
- CN1CCN(c2c([N+](=O)[O-])cnc3ccccc23)CC1
  4	-21	1.7	8	-7	1	·	1.2	-4	-1.7	3.5
- CC(=O)NC(CCS(C)(=O)=O)C(=O)Nc1c(C)cccc1C (configuration not stated)
  15	9	0.1	4	-4	0	102	0.6	3	-0.6	2.7
- CC(C(=O)NC(=O)NC1CCCCC1)N1CCN(c2ccc(O)cc2)CC1 (configuration not stated)
  6	85	2.4	-6	5	7	109	-1.9	-20	1.4	0.4
- CC(C)(CO)Nc1nc(Nc2ccccc2)nc(Nc2ccccc2)n1
  -3	-3	3.7	4	8	2	99	1.8	-6	-0.8	4.2
- O=C(CSc1nccn1-c1ccc(F)cc1)Nc1ccc2c(c1)OCO2
  -2	61	1.3	9	-9	-5	·	-2.7	10	-2.2	3.6
- COc1cc2c(cc1OC)C(C(=O)Nc1ccc3c(c1)OCCO3)C1c3ccccc3CCN1C2=O (configuration not stated)
  3	1	-2.2	14	-1	-1	·	-0.1	-9	-2.7	0.8
- CC(=O)c1c(C)[nH]c(C(=O)OCc2ccc(F)cc2Cl)c1C
  12	-14	1.5	-15	9	0	113	-1.2	0	3.2	3.2
- O=C(Oc1ccc2c(c1)OCO2)c1ccncc1
  -10	1	-0.2	-1	2	-5	101	0.2	12	0.2	0.8
- O=C(Nc1ccccc1N1CCOCC1)c1cccnc1Cl
  -23	-4	1.4	-6	-8	-4	100	-0.2	12	1.2	0.8
- O=C(Nc1ccc2c(c1)CCCN2C(=O)c1ccco1)c1cc([N+](=O)[O-])ccc1Cl
  ·	219	2.7	-25	-3	0	110	-1.2	8	3.8	-2.2
- CC1C(=O)C(C)C(c2cc(Br)ccc2O)NC1c1cc(Br)ccc1O (configuration not stated)
  6	·	4.8	-28	-16	-2	117	·	7	5.5	·
- Cc1csc2ncnc(N3CCN(S(=O)(=O)c4cccc(C(F)(F)F)c4)CC3)c12
  -28	-16	-0.7	-39	-3	6	·	2.2	12	7.4	0.7
- Cc1ccccc1OCCN1C(=O)NC2(CCc3ccccc32)C1=O (configuration not stated)
  2	1	2.7	18	-2	1	101	-0.2	-2	-3.4	0.2
- CCOc1cccc2sc(N3CCN(C(=O)c4ccc5ncsc5c4)CC3)nc12
  -1	·	3.2	-1	-3	4	102	-0.2	-11	0.2	-0.3
- Cc1ccc(C(=O)CN2C(=O)NC3(CCc4ccccc43)C2=O)c(C)c1 (configuration not stated)
  -13	14	1.2	3	-3	-2	95	-1.1	1	-0.5	-2.4
- CCN(CC)c1ccc(NC(=O)C2CC(=O)N(Cc3ccccc3)C2)cc1 (configuration not stated)
  9	-4	-0.8	-13	0	2	·	-1.0	-4	2.8	-1.5
- Cc1ccc(OCc2cc(C(=O)N(C)CC3CCOCC3)no2)cc1C
  -10	3	2.0	4	4	2	108	-0.2	-5	-1.1	-1.2
- CCOc1ccc(Cc2nn[nH]n2)cc1
  -9	8	1.6	9	-13	-1	103	-1.3	2	-2.2	0.6
- Cc1cccc(C(=O)N[C@H](C(=O)Nc2nccs2)C(C)C)c1
  1	-6	1.5	9	-6	-2	102	-1.9	-16	-1.8	5.1
- Cc1ccc(Nc2nnc(SCC(=O)Nc3cc(C(=O)O)ccc3C)s2)c(C)c1
  -6	-12	4.4	17	-5	1	94	0.1	0	-3.3	0.0
- COc1ccc(NC(=O)c2ccc(OCc3c(C)noc3C)c(OC)c2)cn1
  -12	-6	-0.8	12	-8	7	89	2.6	-8	-2.2	0.5
- COc1ccc(-c2noc(CCC(=O)N3CCN(c4cccc(C)c4C)CC3)n2)cc1
  -6	·	1.2	10	-9	1	100	0.0	-2	-2.0	-1.7
- O=C(Nc1ccccc1Cl)Nc1cccc2cccnc12
  -1	4	0.6	-6	-9	0	111	-0.5	2	1.2	2.7
- COCCNC(=O)NC(=O)COC(=O)c1cccn1C
  -9	2	4.7	5	5	5	99	1.3	-14	-1.0	0.3
- Cc1cc(OCC(O)CN2CCOCC2)cc(C)c1Cl (configuration not stated)
  20	4	-1.7	17	-3	5	116	-1.6	-18	-3.5	0.9
- CCC1(c2ccccc2)NC(=O)N(CC(=O)Nc2cc(S(=O)(=O)N3CCOCC3)ccc2OC(C)C)C1=O (configuration not stated)
  7	4	-2.7	1	11	4	101	-1.3	-30	-0.1	0.9
- CC(CC(=O)N1CCN(S(=O)(=O)c2ccccc2)CC1)n1cncn1 (configuration not stated)
  -5	-10	0.0	-12	2	4	95	0.6	-6	1.5	4.9
- Cc1nn(CCCC(=O)NCc2ccc(F)cc2)c(C)c1[N+](=O)[O-]
  34	-10	5.3	14	7	-2	119	0.0	3	-2.6	1.0
- COc1cc(NC(=O)Cc2ccc(OC)c(S(=O)(=O)N3CCOCC3)c2)c(OC)cc1Cl
  23	-3	3.1	6	-12	2	112	-0.8	-8	-1.0	3.5
- CCOc1ccc(CCNC(=O)Cn2nc(C)c3c(C)n(-c4ccccc4)nc3c2=O)cc1OCC
  -5	0	3.1	15	-4	5	105	-0.3	-22	-2.8	3.2
- O=C(c1cc(S(=O)(=O)N2CCCC2)c(Cl)cc1Cl)N1CCCC1
  -1	-3	1.4	-4	-5	5	·	-1.1	-13	0.5	1.5
- O=C(N/N=C/c1ccc(OC(=O)c2ccco2)cc1)c1ccncc1
  -24	-11	0.9	25	5	0	98	0.0	23	-4.6	-2.2
- O=C1C2C3C=CC(C4CC34)C2C(=O)N1/N=C/c1cccs1 (configuration not stated)
  2	-16	3.8	7	0	3	100	-0.9	-12	-1.4	4.3
- CCC(C)C(NC(=O)OC(C)(C)C)C(=O)NC(C)C(N)=O (configuration not stated)
  17	-8	5.3	22	-3	-3	98	0.6	6	-4.5	3.2
- CC1C/C(=C\c2cccnc2)C(=O)/C(=C/c2cccnc2)C1 (configuration not stated)
  -19	-31	4.3	-22	-9	0	104	0.0	1	3.7	3.1
- Cn1nnnc1SC(C(=O)Nc1ccc(F)cc1)c1ccccc1 (configuration not stated)
  16	·	-0.1	1	0	2	101	-2.3	-4	-0.2	0.6
- CCOC(=O)C1=C(N)OC2=C(C(=O)CC(C)(C)C2)C1c1cccnc1 (configuration not stated)
  ·	-1	3.0	12	11	10	87	-0.1	-25	-2.5	1.4
- CCNc1ccc(S(N)(=O)=O)cc1[N+](=O)[O-]
  -7	-12	4.0	7	0	3	121	1.4	3	-1.2	4.9
- O=C(c1ccccc1)N1CCN(c2ccc(Cl)cc2)CC1
  ·	10	5.6	-1	-4	6	101	-1.9	-14	0.2	1.0
- CC(=O)N(C)c1ccc(NC(=O)Nc2ccc(Cl)cc2)cc1
  ·	-6	3.6	·	·	·	106	-0.7	·	·	5.9
- Cn1c(=O)c(-c2ccccc2N)nc2ccccc21
  0	-6	2.1	7	-6	0	·	-1.0	2	-1.4	0.2
- CC(=O)c1c(C)[nH]c(C(=O)OCC(=O)Nc2cc(C)on2)c1C
  ·	6	5.0	-9	-2	-1	·	1.4	2	1.6	5.1
- CN(CCCNC(=O)Cn1c(=O)c2cccn2c2ccccc21)Cc1ccccc1
  28	33	1.9	2	8	0	85	-0.8	-3	-0.3	2.5
- COc1ccc(OC)c(Nc2nc(NCc3ccco3)nc(N)c2[N+](=O)[O-])c1
  ·	-27	2.3	·	·	·	95	0.8	·	·	0.2
- CSc1sc(C(=O)N2CCCCC2)c(-c2cccs2)c1C#N
  12	17	1.9	·	·	·	90	0.3	·	·	1.2
- O=C(C1CCCO1)N1CCN(c2ccccn2)CC1 (configuration not stated)
  ·	1	1.7	13	-14	0	111	-0.1	2	-2.7	0.8
- CC(C)CCNC(=O)c1cc2c(s1)-c1ccccc1S(=O)(=O)C2
  15	2	1.6	1	-4	-1	89	-0.6	26	-0.2	-0.5
- COc1ccc(Br)cc1S(=O)(=O)N1CCCC1
  5	-11	4.7	16	-3	2	100	-0.8	-5	-2.7	-2.4
- Cc1ccc(NC(=O)N2CCCc3ccccc32)cc1C
  -13	-7	2.0	8	-10	6	105	0.5	-14	-1.6	0.9
- COc1ccccc1N(CC1CO1)S(=O)(=O)c1ccc(C)cc1 (configuration not stated)
  -8	-4	1.4	17	-2	-4	·	1.5	9	-2.8	4.6
- COc1ccc(CNC(=O)CCNS(=O)(=O)c2cc(Br)cnc2N)cc1
  1	18	·	17	-5	-4	102	-2.4	-13	-3.4	1.5
- COC(=O)C1=[N+]([O-])OC(C(=O)OC)C1c1c[nH]c2ccccc12 (configuration not stated)
  -13	3	-0.5	9	-2	-3	106	1.6	7	-1.6	1.8
- CCCCC(=O)NN(C)c1nc(-c2ccccc2)nnc1C(F)(F)F
  -22	15	1.2	-6	0	5	105	-2.1	-3	1.0	1.8
- CCOc1ccc(-c2ccc(SCC(=O)Nc3nnc(CC)s3)nn2)cc1
  -8	·	1.8	2	7	-2	100	4.2	5	-0.5	2.5
- Cc1c(Cl)cccc1NC(=S)NCc1ccc(Cl)cc1
  22	15	3.2	2	-5	2	78	-4.5	4	-0.3	-0.7
- O=C(CNS(=O)(=O)c1cccs1)N1CCN(c2ccccn2)CC1
  -6	11	2.3	13	-13	3	·	-0.3	-6	-3.1	5.3
- CCOC(=O)CN1C(=O)/C(=C/c2ccc(Cl)cc2)Oc2ccccc21
  -8	-2	1.4	3	-8	-2	94	-3.2	7	-0.7	-3.9
